HT1080 IDH1KD tx = qHTS for induction of synthetic lethality in tumor cells producing 2HG: qHTS for the HT-1080-IDH1KD cell line; HT-1080 IDH1 knockdown viability, ATP luminescence, 48 h; Potency, µM (highest dose often 46.1 µM), inactives show top-dose activity, negative = toxicity, most hits filed as cytotoxic; hit rate 2% among 360,000;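 also: potency is read from the fitted curve at half-maximal effect; 0% = DMSO wells and -100% = cell-free medium wells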
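IDH1KD HT-1080 cells, 750/well, RPMI + 5% FBS; compound pinned after 2 h settling; 48 h, 37 °C; CellTiter-Glo luminescence; % activity normalised to DMSO and no-cell wells; curves fitted, classed by r2 and efficacy.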
MCF10A rerep = A quantitative high throughput screen for small molecules that induce DNA re-replication in MCF 10a normal breast cells. MCF 10A DNA re-replication, Hoechst nuclear intensity, 48 h. Potency, µM (doses to about 46.1 µM), for inactives: top-dose activity, positive = re-replication, usual class: activators. hit rate 2.9% among 350,000; also: potency is read from the fitted curve at half-maximal effect; % of control where 0% means no effect; nearly all actives have a fitted effect of over 50% in size
HepG2 tox = qHTS for Inhibitors of TGF-b: Cytotox Counterscreen; Potency, µM (doses to about 46.1 µM), for inactives: at the highest dose activity change, negative = cytotoxicity, usual class: cytotoxic; hit rate 0.76% among 410,000; HepG2 CAGA-GFP viability, ATP luminescence, 18 h; AID 588856, 2011; also: potency is read from the fitted curve at half-maximal effect; some results filed as inactive show a strong effect at the top dose
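HepG2 CAGA-GFP cells (1000/well, DMEM with 1% FBS) received compound, then TGF-beta at 500 pg/mL final, and were incubated 18 hours at 37 degrees C. Viability was read by CellTiter-Glo luminescence. Media-only wells were set as complete cell-killing and DMSO as no toxicity.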
ATXN2 expr inh = Primary qHTS for Inhibitors of ATXN expression | HEK-293 ATXN2-luciferase reporter, luminescence, 24 h | Potency, µM (titrated, usually from 57 µM), for the others: at the top dose activity change, negative = inhibition, hits mostly inhibitors | hit rate 0.72% among 360,000 | AID 1745845, 2022; also: potency is read from the fitted curve at half-maximal effect; % is scaled to controls: 0 for no effect and ±100 for the full control effect; nearly all actives have a fitted effect of over 55% in size
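ATXN2-luciferase reporter cells (luciferase flanked by upstream and downstream ATXN2 gene portions) were treated 24 h at 37 °C with compounds at up to 57 uM. SteadyGlo luminescence gave expression; GF-AFC fluorescence gave viability.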
HT1080-NT tox = qHTS for induction of synthetic lethality in tumor cells producing 2HG: qHTS for the HT-1080-NT fibrosarcoma cell line; AID 686970, 2013; Potency, µM (top dose mostly 46.1 µM), for inactives: at the top dose activity, negative = less viability, most hits filed as cytotoxic; HT-1080-NT fibrosarcoma viability, CellTiter-Glo ATP luminescence, 48 h; hit rate 1.6% among 360,000;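 also: NT is the 2HG producing partner of a matched IDH1 knockdown line; potency is read from the fitted curve at half-maximal effect; 0% = DMSO-treated cells and -100% = media-only wells without cells; nearly all actives have a fitted effect of over 55% in size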
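750 cells/well, RPMI + 5% FBS; 2 h settle, compound pin-transfer, 48 h at 37 degrees C. CellTiter-Glo 10 min RT, luminescence. Normalized to DMSO and media-only wells.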
IL1B secr inh = qHTS for Inhibitors of Inflammasome Signaling: IL-1-beta AlphaLISA Primary Screen | hit rate 4.7% among 360,000 | THP-1 LPS/ATP IL-1B secretion, AlphaLISA, 16 h; active compounds read low | activity change, % at 57.5 µM; in the data active = activity change below about -50%; inconclusive = mostly about -30% to -49%; also: % is scaled to controls: 0 for no effect and ±100 for the full control effect
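Secreted IL-1B measured by AlphaLISA bead assay after 16 h compound exposure of THP-1 cells; compounds (final up to 57.5 uM) added 1 h before LPS (250 ng/mL) and ATP (1.25 mM) stimulation; lower signal means less secretion.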
ATXN viability = Viability Counterscreen for Primary qHTS for Inhibitors of ATXN expression; S2 cells (HEK-293 line with an ATXN2-luciferase reporter) viability, CellTiter-Fluor protease fluorescence, 24 h; Potency, µM (top dose mostly 56.7 µM), usual class: cytotoxic; hit rate 0.49% among 400,000; also: potency is read from the fitted curve at half-maximal effect; nearly all actives have a fitted effect of over 40% in size
KB-3-1 cytotox = qHTS assay for MDR1-selective chemotherapeutics: Primary screen using the parental adenocarcinoma cell KB-3-1; KB-3-1 viability, CellTiter-Glo ATP luminescence, 72 h; Potency, µM (series often up to 46.1 µM), inactives show top-dose activity change, negative = cytotoxic, most hits filed as cytotoxic; hit rate 1.4% among 400,000; AID 1347075, 2019; also: potency is read from the fitted curve at half-maximal effect; % is scaled to controls: 0 for no effect and ±100 for the full control effect; nearly all actives have a fitted effect of over 60% in size
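Cells are dispensed, compounds pinned in, plates held at 37 °C for 72 h, then CellTiter-Glo is added and luminescence read after 10 minutes. Cell line: parental KB-3-1 in phenol-red-free DMEM, 10% FBS.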
SW480 rereplic = A quantitative high throughput screen for small molecules that induce DNA re-replication in SW480 colon adenocarcinoma cells | AID 624297, 2012 | hit rate 1.8% among 340,000 | SW480 DNA re-replication, Hoechst DNA content imaging, 48 h | Potency, µM (highest dose often 46.1 µM), inactives show at the highest dose re-replication activation, usual class: activators; also: potency is read from the fitted curve at half-maximal effect; % of control where 0% means no effect; nearly all actives have a fitted effect of over 55% in size
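Image-based read-out: total Hoechst fluorescence of nuclei (405 nm excitation, 500-530 nm emission), with hits raising the fraction of high-intensity nuclei. SW480 colon cells incubated 48 hr with compounds at 37 C.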
* = called active by the depositor; i = inactive; u = inconclusive; x = not tested or not shown; & = joins results of further samples; [ ] = dose if it differs, or a comment. Unless noted, calls follow the shape of the dose curve; as a rule, active = well fitted curve in the direction sought with a large enough effect; inconclusive = small, poorly fitted or top-dose-only effect, or another doubt; inactive = no such curve, though single readings can be large; an effect the other way counts as inactive or inconclusive. Compounds were not picked by outcome. Share with any hit: about 8.9%.

Molecule	HT1080 IDH1KD tx	MCF10A rerep	HepG2 tox	ATXN2 expr inh	HT1080-NT tox	IL1B secr inh	ATXN viability	KB-3-1 cytotox	SW480 rereplic
COc1ccc(-n2nc(C(=O)NCC3CCCO3)c3ccccc3c2=O)cc1 (configuration not stated)	0%	13%	-26%	-9%	6%	-14	i	2%	-9%
CSc1nc2ccc(NC(=O)c3ccco3)cc2s1	-18%	2%	-9%	63%[activator]	-5%	-3	i	-1%	-3%
O=C(NC1CC1)c1ccc(-n2cccc2)cc1	22%	-2%	-20%	-2%	18%	-16	i	0%	0%
CC(C)S(=O)(=O)NC(=O)C1(C)CCN1C(=O)Cc1ccccc1 (configuration not stated)	8%	x	-1%	5%	0%	12	i	0%	x
O=c1cc(-c2ccccc2)nc(SCc2ccccc2F)[nH]1	-1%	5%	0%	5%[11.3 µM]	17%	0	u	2%	21%
CCN(CC)c1ccc2cc(S(=O)(=O)c3ccc(Cl)cc3)c(=O)oc2c1	-3%	u	-34%	-5%	0%	17	x	-5%	18µM*
Cc1ccccc1NC(=O)N1CCCC1C(=O)NCc1ccccc1 (configuration not stated)	1%	u	16%	104%[activator]	0%	3	i	17%	2%
CC(C)CCNC(=O)c1cccc(Cl)c1	1%	-10%	5%	11%	4%	-22	i	2%	-1%

Arranged by formula weight (high to low): 3 of the compounds above.
Molecule	HT1080 IDH1KD tx	MCF10A rerep	HepG2 tox	ATXN2 expr inh	HT1080-NT tox	IL1B secr inh	ATXN viability	KB-3-1 cytotox	SW480 rereplic
COc1ccc(-n2nc(C(=O)NCC3CCCO3)c3ccccc3c2=O)cc1 (configuration not stated)	0%	13%	-26%	-9%	6%	-14	i	2%	-9%
CSc1nc2ccc(NC(=O)c3ccco3)cc2s1	-18%	2%	-9%	63%[activator]	-5%	-3	i	-1%	-3%
CC(C)CCNC(=O)c1cccc(Cl)c1	1%	-10%	5%	11%	4%	-22	i	2%	-1%

Following part:
Molecule	HT1080 IDH1KD tx	MCF10A rerep	HepG2 tox	ATXN2 expr inh	HT1080-NT tox	IL1B secr inh	ATXN viability	KB-3-1 cytotox	SW480 rereplic
O=C(Nc1cccc(C(F)(F)F)c1)C1CCN(S(=O)(=O)c2cnc[nH]2)CC1	9%	-4%	-21%	-9%	4%	2	u	0%	0%
CCOC(=O)C1CCN(C(=O)COC(=O)c2ccc(=O)n(Cc3ccccc3)n2)CC1	17%	1%	6%	3%	14%	18	i	11%	-1%
Cc1nn(C)c(C)c1CN(Cc1nc(-c2cc(F)ccc2F)oc1C)C1CC1	u	4%	-3%	-23%	-16%	-25	u	-3%	1%
Cc1ccc(N(C(=O)CNC(=O)c2ccco2)C(C(=O)NC2CCCCC2)c2cccnc2)cc1 (configuration not stated)	19%	2%	14%	5%	11%	14	i	4%	-125%[inhibitor]
O=C(CSc1nc2ccccc2c(=O)n1Cc1ccc(C(=O)NC2CC2)cc1)NCc1ccco1	-11%	8%	-5%	x	-2%	-16	x	u	-7%
O=C(c1cccc([N+](=O)[O-])c1)N1c2ncnn2C2(CCCCC2)[C@@H]2CCCC[C@@H]21	x	x	-16%	-23%	x	x	i	0%	x
CC(OC(=O)CNC(=O)c1ccc(Cl)c([N+](=O)[O-])c1)C(=O)NC1CCCCC1C (configuration not stated)	13%	u	-3%	-9%	8%	u	u	13%	-4%
c1ccc(-c2nccc(-c3ccco3)n2)nc1	6%	-25%	-34%	19%	21%	-26	i	-8%	-5%
CCN(C(=O)c1cc(Cl)ccc1OC)C1CCCCC1	-15%	5%	4%	4%	-3%	18	i	-5%	4%
O=c1c2nnn(-c3ccc(Br)cc3)c2ncn1Cc1ccccn1	11%	-7%	3%	-16%	14%	27	u	-22%	-1%
Cc1cc(C)cc(NC(=O)CSc2nc(-c3cccc(Cl)c3)nc3c2Cc2c(CO)cnc(C)c2O3)c1	x	x	-9%	10%	x	x	i	5%	x
CCCCC(=O)Nc1cccc(-c2nc3ccccc3s2)c1	x	x	-43%	-7%	x	x	u	0%	x
CC(C)(C)n1cnc2cc(NC(=O)c3ccco3)ccc21	-12%	-2%	19%	28%	2%	-14	i	-1%	-5%
CCCCN(C(=O)CN1C(=O)C2CCCCC2C1=O)c1c(N)n(CCC)c(=O)[nH]c1=O (configuration not stated)	-5%	0%	-4%	8%	0%	10	i	22%	-4%
O=C(NCC(c1ccco1)N1CCCCC1)c1cc2c(s1)CCCC2 (configuration not stated)	19%	27%	-47%	6%	2%	16	i	0%	u
O=C(NCC1CCCCC1)c1cc([N+](=O)[O-])ccc1Cl	-10%	-17%	-14%	-2%	2%	-18	i	5%	7%
CN(Cc1ccccc1)C(=O)c1ccc(NC(=O)Cc2ccc(NC(=O)C3CCN(C(=O)c4ccccc4)CC3)cc2)cc1	-18%	u	-3%	2%	-1%	8	i	-20%	1%
COc1ccccc1NC1CCCCC1NS(=O)(=O)c1ccccc1 (configuration not stated)	-8%	0%	-1%	-8%	-1%	8	i	-14%	-1%
N#Cc1c(NC(=O)c2cccnc2)sc2c1CCC2	9.2µM*	5.8µM*	3%	8%	16µM*	10	u	9.2µM*	16µM*
CCOc1ccc(C(=O)NCCc2ccc3c(c2)OCCO3)cc1	23%	15%	0%	-8%	3%	3	u	-5%	0%
CCn1c(SCC(=O)NNC(=S)Nc2ccc(C)cc2)nnc1-c1ccc(Cl)cc1	-15%	1%	-14%	-12%	-3%	13	i	0%	x
COc1cc(NC(=S)Nc2cccc(C)n2)cc(OC)c1OC	-4%	23%	-22%	x	0%	-18	i	2%	6%
Cc1cc(C)c(S(=O)(=O)c2cc(F)ccc2C)c(Cl)n1	0%	3%	-16%	7%	-9%	35	i	-5%	-10%
COC(=O)Cn1c2ccccc2c(=O)n1C(C)C	-1%	x	x	4%	18%	77	i	5%	x
CC(=O)Nc1ccc(C(=O)OCC(=O)N(c2ccccc2)C2CCCCC2)cc1	4%	23%	3%	-9%	5%	-27	u	2%	-7%
COc1ccc(NC(=O)CSCC(=O)NCCc2ccccn2)cc1	22%	-4%	0%	-4%	0%	15	x	-2%	-5%
O=C(Cc1ccc(-n2c(=O)c3sccc3n(Cc3ccc(F)cc3)c2=O)cc1)NCc1ccco1	u	u	-6%	u	0%	-21	u	u	29%
COc1ccc(CNC(=O)COC(=O)c2cncc(Br)c2)cc1	15%	1%	4%	11%	6%	53	i	0%	-3%
O=C(COc1ccccc1)Nc1ccc([N+](=O)[O-])cc1	3%	22%	3%	3%	9%	-12	i	6%	-4%
OCCN(Cc1ccccc1)CC1CC=CCC1 (configuration not stated)	-10%	13%	-3%	-3%	21%	5	i	7%	-5%
O=C(Cc1cccc(NC(=O)C2CCCN(C(=O)c3ccccc3)C2)c1)Nc1ccc(C(=O)N2CCOCC2)cc1 (configuration not stated)	2%	9%	0%	2%	6%	-12	i	0%	u
O=C(NCc1ccc(F)cc1)c1cc2n(n1)C(C(F)(F)F)CC(C1CC1)N2 (configuration not stated)	-1%	15%	-10%	4%	23%	-7	i	8%	-10%
C[C@H](CO)N1C[C@H](C)[C@@H](CN(C)Cc2ccc(-c3ccccc3)cc2)Oc2c(NS(=O)(=O)c3ccccc3)cccc2C1=O	-9%	2%	-23%	0%	-12%	u	u	-7%	u
Cc1csc(NC(=O)Cn2nc(C)c([N+](=O)[O-])c2C)n1	10%	-1%	-20%	3%	6%	27	i	1%	0%
O=[N+]([O-])c1ccc(N/N=C/c2cccs2)nc1	8%	5%	4%	x	17%	3	i	-21%	31%
COc1cccc(-n2c(C)nc3cc(C(=O)O)ccc32)c1	11%	-7%	-18%&-12%	-1%&1%	-14%	17	i	-5%&-14%	0%
CCOc1ccc(C(=O)NCC(=O)OCC(=O)NC2CCCC2)cc1	2%	0%	-7%	7%	3%	-5	i	2%	16%
O=C(c1ccoc1)N1CCC2(CCCN(Cc3ccc(F)c(F)c3)C2)C1 (configuration not stated)	-3%	3%	-2%	-4%	-7%	-14	i	-10%	-8%
CN(C(=O)c1cc(S(=O)(=O)N2CCOCC2)cs1)c1ccccc1	4%	-4%	6%	2%	3%	-3	i	1%	-10%
O=C(CCc1ccccc1)Nc1ccc(S(=O)(=O)N2CCOCC2)cc1	-6%	u	6%	0%	-26%	28	i	5%	u
CCC1(c2ccc(F)cc2)NC(=O)N(CC(=O)Nc2ccc(C(N)=O)cc2)C1=O (configuration not stated)	-2%	-20%	-1%	51%[activator]	4%	21	i	-16%	-29%
C=CCN(C(=O)COC(=O)c1cc[n+]([O-])cc1)c1nc(-c2ccccc2)cs1	-3%	-12%	-24%	x	8%	21	i	1%	4%
Nc1ccc(Oc2ccccc2-c2ccccc2)cc1	-29%	5%	18%	u	-13%	-57*	i	1%	-90%[inhibitor]
CCCCn1c(SCC(=O)NCc2ccco2)nc2c1c(=O)n(C)c(=O)n2C	19%	22%	3%	-6%	12%	14	i	4%	-7%
COc1cc(OC)cc(C2=Cc3ccc(OC)cc3C(CC(C)=O)N2c2ccc(C#CC3(O)CCCCC3)cc2)c1 (configuration not stated)	-24%	x	x	-27%	-17%	-24	u	u	x
COc1cc(OC)cc(-c2c(C#Cc3ccsc3)c3cc(-c4ccc(OC)cc4F)ccc3n2C)c1	2%	0.33µM*	-9%	-4%	-4%	13	i	-22%	24%
CN(C)c1ccc(NC(=O)Nc2ccc3c(c2)c(=O)n(C)n3Cc2ccc(Cl)cc2)cc1	-20%	x	-11%	-13%	u	u	u	0%	x

Bioassay records: PubChem BioAssay, National Center for Advancing Translational Sciences (NCATS)
